Giardia kill: Giardia lamblia killing; actives 0.15% (n = 340,000); activity change, % at 7.66 µM, hits read low; Giardia lamblia trophozoite viability; in the data active means activity change below about -80%; inconclusive means between about -30% and that limit;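 further: parasites exposed to compound for two days anaerobically before the ATP read; on the % scale 0 is the no-effect control and ±100 the full control effect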
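ATP-content bioluminescence gauges trophozoite survival. Cells (100/well) receive compound and incubate anaerobically for 48 hrs at 37 deg C; detection reagent follows for 15-30 min at room temperature.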
Gal4-VP16 FLuc: inhibits Gal4-VP16 luciferase reporter, ROR gamma counter-screen. Drosophila S2 Gal4-VP16 UAS-luciferase, luminescence, 20 h. Potency, µM (series often up to 53.6 µM), inactives show top-dose activity, negative = inhibition, usual class: inhibitors. actives 3.5% (n = 310,000). AID 2546;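 further: Gal4-VP16 expression switched on by copper sulfate through the metallothionein promoter; potency means the concentration at half of the fitted maximal effect; on the % scale 0 is the no-effect control and ±100 the full control effect; nearly all actives have a fitted effect of over 50% in size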
BRCA1 expr up: activators of BRCA1 expression; MCF7-BRCA1-FFLuc reporter, luminescence, 48 h; response scale: scaled: vehicle 0%, 10 µM genistein 100%; Potency, µM (titrated, usually from 46.1 µM), for the others: at the top dose activation, actives largely listed as activators; AID 624202; actives 1.1% (n = 380,000); further: potency means the concentration at half of the fitted maximal effect; nearly all actives have a fitted effect of over 80% in size; some results filed as inactive show a strong effect at the top dose
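MCF7-BRCA1-FFLuc, 2000 cells/well; 2 h attach, 37 °C/5% CO2; compound 48 h; luciferase substrate 15 min; luminescence end-point. Norm. to genistein 10 microM max activation and DMSO; concentration-response curves fitted.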
Menin-MLL TR inh: menin-MLL binding inhibition, Texas Red mutant peptide; Menin + Texas Red MLL mutant peptide, fluorescence polarization; Potency, µM (titrated, usually from 61.6 µM), without a hit: at the highest dose FP activity change, negative = inhibition, most hits filed as inhibitors; actives 0.23% (n = 270,000); active means well fitted inhibition curve with a large enough effect in the polarisation, with a control signal flat, not every such curve was filed as active; inconclusive means small, poorly fitted or top-dose-only effect, or effect the other way, or a change in a side signal; inactive means no such curve, though single readings can be large or run the other way; the % refers to the polarisation; further: potency means the concentration at half of the fitted maximal effect; % of control where 0% means no effect; many of its hits are not listed in these tables
Target sequence (O00255 whole entry, looked up): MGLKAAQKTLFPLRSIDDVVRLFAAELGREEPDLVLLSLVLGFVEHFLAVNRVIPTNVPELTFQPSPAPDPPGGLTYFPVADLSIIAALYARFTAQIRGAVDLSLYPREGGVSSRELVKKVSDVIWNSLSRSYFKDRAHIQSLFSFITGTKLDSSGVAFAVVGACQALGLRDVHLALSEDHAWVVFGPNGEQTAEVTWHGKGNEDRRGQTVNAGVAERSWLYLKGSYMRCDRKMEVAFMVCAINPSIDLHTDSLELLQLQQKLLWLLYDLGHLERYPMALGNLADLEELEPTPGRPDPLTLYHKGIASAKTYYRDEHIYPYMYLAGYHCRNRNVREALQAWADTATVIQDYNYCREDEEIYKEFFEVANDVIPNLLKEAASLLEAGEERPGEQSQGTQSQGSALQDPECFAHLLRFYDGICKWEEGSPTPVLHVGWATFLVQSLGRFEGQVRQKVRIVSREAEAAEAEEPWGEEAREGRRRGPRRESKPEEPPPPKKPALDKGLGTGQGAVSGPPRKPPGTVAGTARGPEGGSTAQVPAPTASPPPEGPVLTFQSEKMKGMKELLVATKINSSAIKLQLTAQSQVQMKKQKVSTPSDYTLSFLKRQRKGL
p53 reactivation: mutant p53 re-activation in reporter cells | H1299 p53-A138V BP100-luciferase reporter, luminescence, 24 h | Potency, µM (highest dose often 92.2 µM), without a hit: top-dose activity change, positive = activation, usual class: activators | actives 0.063% (n = 320,000); further: potency means the concentration at half of the fitted maximal effect; % of control where 0% means no effect; nearly all actives have a fitted effect of over 45% in size
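p53-null H1299 cells stably carrying temperature-sensitive p53-A138V and a BP100-luciferase reporter were pinned with compounds (4-point, 1:5 series) and held 24 hrs at 37 deg C. Luminescence was read 10 min after detection reagent.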
PKM2 act: activators of human pyruvate kinase M2; P14618; purified PKM2, Kinase-Glo ATP luminescence, activation; response scale: 0% is enzyme alone, no compound; Potency, µM (titrated, usually from 57.5 µM), without a hit: at the top dose activation, most hits filed as activators; actives 0.34% (n = 260,000); further: potency means the concentration at half of the fitted maximal effect; on the % scale 0 is the no-effect control and ±100 the full control effect; nearly all actives have a fitted effect of over 55% in size
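Purified hPK-M2 (>95%) run at intermediate activity with 0.1 mM ADP and 0.5 mM PEP in 50 mM imidazole pH 7.2, KCl, MgCl2; 1 h room temperature. ATP formed read by Kinase-Glo luminescence; normalized to uninhibited and no-enzyme controls.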
RORg inh: inhibitors of mouse ROR gamma transcriptional activity. Potency, µM (highest dose often 53.6 µM), inactives show top-dose activity change, negative = inhibition, actives largely listed as inhibitors. Drosophila S2 Gal4-RORgamma UAS-luciferase reporter, 20 h. actives 5.4% (n = 310,000). AID 2551. P51450; further: potency means the concentration at half of the fitted maximal effect; on the % scale 0 is the no-effect control and ±100 the full control effect; nearly all actives have a fitted effect of over 60% in size
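Read-out: Photinus luciferase luminescence; inhibitors lower reporter signal. Insect Schneider cells with Gal4-ROR gamma fusion under metallothionein promoter, UAS reporter; 700 uM final copper sulfate induction, 20 hr, ambient temperature.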
ELG1 genotox: inducers of genotoxicity in HEK293T ELG1-luciferase cells | HEK293T ELG1-luciferase reporter, luminescence, 16 h | Potency, µM (doses to about 46 µM), for the others: at the highest dose activity change, positive = activation, hits mostly activators | actives 1.3% (n = 330,000) | AID 504466; further: potency means the concentration at half of the fitted maximal effect; % of control where 0% means no effect; nearly all actives have a fitted effect of over 60% in size
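HEK293T cells expressing luciferase-tagged ELG1 were treated with compound or DMSO for 16 hr at 37°C. Luciferase activity was then read after 30 min with ONE-Glo at room temperature; rising signal flags genetic stress.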
Rab9 promoter act: activators of Rab9 promoter; Huh7 Rab9 promoter-luciferase reporter, luminescence, 24 h; Potency, µM (top dose mostly 9.22 µM), inactives show at the highest dose activation, negative = inhibition, actives largely listed as activators; actives 2.8% (n = 320,000); further: potency means the concentration at half of the fitted maximal effect; % of control where 0% means no effect; nearly all actives have a fitted effect of over 60% in size
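Measured in stably transfected Huh7 cells bearing a Rab9 promoter–luciferase construct: 24 h compound treatment at 37 °C, followed by luminescence detection.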
FLuc counter: counter-screen for miR-21 project: firefly luciferase inhibitors or activators; AID 588342; purified FLuc, Km substrates, luminescence inhibition; Potency, µM (highest dose often 57.5 µM), for the others: at the highest dose activity change, negative = inhibition, most hits filed as inhibitors; actives 6.9% (n = 360,000);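 further: potency means the concentration at half of the fitted maximal effect; plate controls were vehicle for no effect and reference inhibitor for full effect; nearly all actives have a fitted effect of over 55% in size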
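Purified P. pyralis luciferase, 10 nM final, with Km-level 10 uM D-luciferin and 10 uM ATP in 50 mM Tris acetate pH 7.5, 10 mM Mg acetate, 0.01% Tween-20, 0.05% BSA; 6-point qHTS titration about 60 µM downward; luminescence read.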
NPC1 promoter act: activates the NPC1 promoter. actives 2.4% (n = 320,000). Huh7 NPC1 promoter luciferase reporter, 24 h. Potency, µM (doses to about 9.22 µM), for the others: at the highest dose activation, most hits filed as activators;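 further: potency means the concentration at half of the fitted maximal effect; % of control where 0% means no effect; nearly all actives have a fitted effect of over 60% in size; reporter is driven by a mutant NPC1 promoter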
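Luminescence read-out of NPC1 promoter-driven luciferase in stably transfected Huh7 cells; compounds delivered in DMSO and left 24 h at 37C, 5% CO2, qHTS titration format.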
Starred values were filed as active, the others as inactive; u = inconclusive; x = not tested or not shown; & = joins results of further samples; [ ] = remark or other dose. Unless noted, the call rests on the fitted dose curve; in most records, active means well fitted curve in the direction sought with a large enough effect; inconclusive means small, poorly fitted or top-dose-only effect, or another doubt; inactive means no such curve, though single readings can be large; an effect the other way counts as inactive or inconclusive. A portion of the library; the hit share may differ from the screen's.

SMILES | Giardia kill | Gal4-VP16 FLuc | BRCA1 expr up | Menin-MLL TR inh | p53 reactivation | PKM2 act | RORg inh | ELG1 genotox | Rab9 promoter act | FLuc counter | NPC1 promoter act
COc1cccc(OC)c1NC(=O)Cn1nc(-c2ccc3c(c2)OCCO3)ccc1=O | 8.1 | -2.8% | -10.9% | 0.0% | 6.0% | -2.4% | 32.7% | -7.4% | -1.6% | -0.1% | -1.3%
COc1ccc(C(=O)CC(=O)C(=O)Nc2cccc(C(C)=O)c2)cc1 | 4.4 | 5.4% | 50.8% | -16.2% | 2.0% | x | -22.2% | -5.9% | -4.2% | -18.8% | -3.7%
O=C(Nc1cccc2c1C(=O)NC2=O)c1cccnc1Cl | 3.7 | 6.1% | -1.0% | -7.1% | 6.3% | 27.6% | -7.4% | 6.5% | -4.0% | -5.2% | -3.2%
CCN(C(=O)COC(=O)CSc1ccccc1)c1c(N)n(Cc2ccccc2)c(=O)[nH]c1=O | -26.1 | x | -4.1% | x | 3.1% | x | x | 1.2% | 2.3% | 6.4% | -4.0%
CSCCC(NC(=O)c1ccco1)C(=O)NCC1CCCCC1 (configuration not stated) | -3.4 | x | 1.8% | x | -2.3% | x | x | 0.6% | -4.7% | 0.5% | -0.8%
CCc1ccc2c(c1)C(c1ccncc1)=NNC(c1ccccc1)=N2 | 8.1 | 5.0% | 60.4% | -11.7% | 1.0% | -5.2% | u | u | 16.9% | u | 15.2%
Cc1ccc(OCC(=O)NNC(=O)c2cc3ccccc3o2)cc1 | -9.6 | -9.0% | -1.0% | x | 0.3% | -1.1% | -15.9% | 3.0% | -0.7% | 6.2% | -5.5%
c1ccc(-c2csc(=Nc3cccnc3)n2CC2CCCO2)cc1 (configuration not stated) | -0.4 | -4.2% | -28.2% | -5.8% | -13.3% | -0.6% | 28.2% | -6.7% | -5.9% | 2.2% | -3.0%
C[C@@]12C(=O)N(Cc3ccccc3)CC(=O)N1[C@H]1c3cc(Cl)ccc3OC[C@@H]1[C@@H]2c1ccccc1 | -5.7 | x | -21.1% | x | -7.5% | x | x | -6.9% | -5.7% | 1.5% | -5.5%
Cc1cc(C)n(-c2ccc(C(=O)Nc3ccc4c(c3)OCO4)cc2)n1 | 8.5 | 15.4% | u | 0.4% | 5.4% | -2.7% | 32.3% | u | u | 13.5µM* | u
COc1ccc(C)cc1NC(=O)C(NCC1CCCO1)c1ccccc1 (configuration not stated) | -1.9 | 2.0% | 0.4% | -5.6% | -5.5% | 8.0% | 8.0% | -3.0% | -0.7% | 6.2% | 0.3%
O=C(CN1CCC(NC(=O)Cc2ccccc2)CC1)Nc1ccccc1Br | -11.2 | u | -5.7% | -9.3% | 6.8% | 4.2% | 26.8% | -3.5% | -0.1% | -1.3% | -2.1%
COc1ccc(NC(=O)Nc2ccccc2F)c(C)c1 | -0.7 | -6.9% | 96.0% | -24.2% | 4.1% | 0.9% | u | 6.5% | u | -9.3% | 24.0%
COc1ccc(N2CCN(C(=S)Nc3cccc(OC)c3)CC2)cc1 | -17.2 | -18.7% | 4.2% | 24.6% | x | 5.3% | 44.2%[1.91 µM] | -0.6% | -3.3% | 13.4% | -7.0%
O=C(NC(=S)NCCCN1CCOCC1)c1cccc2ccccc12 | 11.2 | u | 25.9% | -7.7% | 0.2% | -26.2% | u | -2.1% | 7.8% | -2.0% | 6.7%
Fc1ccc(/C=N\Nc2cccc(F)c2)cc1 | 0.7 | 2.3% | -16.7% | 2.1% | 10.3% | -0.3% | -31.9% | 0.0% | -1.0% | 13.5µM* | -2.1%
Cc1ccc(CNC(=O)C2CCCN2C(=O)Nc2cccc(Cl)c2)cc1 (configuration not stated) | 6.2 | 0.9% | -15.4% | 9.7% | -1.5% | 15.2%[11.5 µM] | 22.1% | -1.1% | 0.3% | -0.4% | -2.5%
Cc1ccc(NC(=O)CCCn2c(=S)[nH]c3ccsc3c2=O)cc1C | -3.9 | u | -10.8% | u | -7.0% | 1.6%[0.46 µM] | 12.6µM* | -2.1% | -0.8% | u | -0.7%
Cc1ccc(C(=O)N/C(=C/c2cccs2)C(=O)NCCCn2ccnc2)cc1 | -14.9 | -5.3% | -1.3% | -5.3% | -6.4% | 4.5% | 9.3% | 0.2% | 1.0% | 1.8% | -1.4%
C/C=C/C(O)c1ccc2ccccc2c1 (configuration not stated) | 8.6 | -3.9%&0.1% | x | u | x | 5.7% | 32.3%&0.8% | 1.1% | -0.3% | u | -4.2%
C/C(=N\Nc1ncc(Cl)cc1Cl)c1ccccn1 | -28.3 | 14.1µM* | -72.1% | -8.1% | -3.5% | 7.8% | 0.708µM* | u | -13.0% | 0.169µM* | -0.3%
O=C(CSc1nnc(COc2ccc(Cl)cc2)o1)N1CCN(c2ccccc2)CC1 | -26.7 | -0.2% | 6.2% | -23.8% | -12.2% | 1.0% | 2.6% | 15.4% | -1.8% | -0.9% | -0.7%
COc1cccc(-c2nnn(CCC(=O)O)n2)c1 | 11.2 | -13.5% | -1.8% | 11.4% | -3.6% | -3.4% | -8.7% | -0.6% | -2.9% | -7.3% | -2.9%
NC(=O)c1ccc(C(=O)N/N=C(/Cc2ccccc2)c2ccccc2)cc1 | 7.6 | 16.8% | -9.1% | 13.1% | -3.6% | -4.1% | 37.9% | -0.2% | -7.2% | -14.4% | -1.4%
Cc1noc(C)c1CSCC(=O)Nc1cc(C(F)(F)F)ccc1N1CCOCC1 | -18.8 | x | -28.1% | x | -3.3% | x | x | 0.5% | -4.4% | 5.8% | -0.7%
O=C(Oc1cccc2cccnc12)c1cccs1 | 9.5 | 2.82µM* | -82.9%[inhibitor] | u | 3.1% | -1.0% | 1.58µM* | -9.1% | 10.1% | -17.6% | 0.2%
COc1ccc2c3c(cccc13)N(C)N=C2C | 12.6 | -5.8% | -48.0% | u | 2.2% | 3.9% | -17.7% | 3.7% | 1.2% | 4.0% | -3.9%
Cc1ccc(NC(=O)c2sccc2-n2cccc2)c(Cl)c1 | -4.6 | u | 28.5% | -28.0% | 18.9% | 13.5% | u | 1.4% | 0.1% | -14.7% | -3.1%
O=C(NC(=O)c1ccccc1)OCCN1C(=O)c2ccccc2C1=O | -26.8 | 17.3% | -3.9% | 9.6% | 2.0% | 5.3% | 23.0% | 1.7% | 5.0% | 0.0% | -2.8%
O=C(c1ccccc1)N1CCC(O)(c2ccc3c(c2)OCO3)CC1 | 4.2 | 1.8% | 50.9% | 9.0% | 4.4% | 12.9% | 17.3% | 0.8% | 1.1% | 0.7% | 1.6%
O=[N+]([O-])c1ccc(Nc2ccc(Cl)cc2)nc1 | 12.1 | -11.0% | 63.4% | -1.2% | 3.8% | 4.6% | -13.2% | 0.9% | -4.1% | -2.1% | -3.1%
O=C(CSc1ncn(-c2ccccc2)n1)N1CCc2ccccc21 | 13.3 | 16.6% | -10.2% | 1.5% | -9.3% | u | u | 1.5% | -1.1% | 0.9% | 0.3%
CC1(C)COC(Cn2c3ccccc3c3ccccc32)O1 (configuration not stated) | -21.6 | 12.3% | -54.1% | x | 2.0% | -2.0% | 17.9% | 2.0% | -10.6% | 4.5% | 1.4%
O=C1Nc2ccccc2C1=Nc1ccc(Br)cc1 | 8.0 | -13.7% | 2.6% | 7.1% | x | 7.2% | -13.4%[1.91 µM] | 5.4% | 9.5% | 0.0% | -3.4%
COc1ccccc1NC(=O)CSc1nc2ccccc2c(=O)n1CCNC(C)=O | -3.2 | 8.3% | -5.0% | -2.1% | 1.8% | 1.0% | 12.3% | 3.0% | -4.4% | -2.2% | 0.7%
COc1cc2cc(CN(CCN3CCCC3)C(=O)Nc3ccccc3Cl)c(=O)[nH]c2cc1OC | -10.5 | -0.2% | -11.5% | -8.2% | 0.5% | -6.7% | -28.4% | -1.1% | -1.6% | -1.3% | -1.4%
Cc1ccc2c(c1)c1c3n2CCCNC3CCC1 (configuration not stated) | 9.6 | -1.8% | -0.7% | 1.0% | -6.5% | 2.1% | -5.8% | -6.4% | -0.9% | -1.8% | -8.1%
CCCCC(=O)NCCNC(=O)c1cc(OCC(F)(F)F)ccc1OCC(F)(F)F | -6.3 | 0.8% | 18.4% | 7.5% | -0.4% | -3.1% | -1.6% | 5.7% | 0.3% | 5.9% | 1.1%
